# FXIIa inh 1536: inhibitors of human coagulation factor XIIa; inhibition, % at 5 µM; 0.3% of 220,000 active; P00748; purified FXIIa, Boc-QGR-AMC fluorogenic substrate, 2 h; in the data active = inhibition above about 40%;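 note: 0% = enzyme with no compound and 100% = blank without enzyme; many of its hits are not listed in these tables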
# m-calpain inh: inhibitors of pig calpain II; AID 1236; 0.37% of 220,000 active; purified calpain II, fluorogenic peptide substrate, 30 min; inhibition, % at 16 µM;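 active = inhibition above about 50%, limit read from the data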
# FXIa inh 1536: blocks human coagulation factor XIa protease activity; purified FXIa, Boc-Glu-Ala-Arg-AMC fluorogenic substrate; inhibition, % at 5 µM; 0.14% of 220,000 active; AID 798;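 active = inhibition of at least 40%; inactive = inhibition below 40%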;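 note: fluorescence of freed AMC excited at 355 nm; 0% = enzyme without compound and 100% = no enzyme blank; many of its hits are not listed in these tables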
# Target sequence (P03951 19-387 limits assumed): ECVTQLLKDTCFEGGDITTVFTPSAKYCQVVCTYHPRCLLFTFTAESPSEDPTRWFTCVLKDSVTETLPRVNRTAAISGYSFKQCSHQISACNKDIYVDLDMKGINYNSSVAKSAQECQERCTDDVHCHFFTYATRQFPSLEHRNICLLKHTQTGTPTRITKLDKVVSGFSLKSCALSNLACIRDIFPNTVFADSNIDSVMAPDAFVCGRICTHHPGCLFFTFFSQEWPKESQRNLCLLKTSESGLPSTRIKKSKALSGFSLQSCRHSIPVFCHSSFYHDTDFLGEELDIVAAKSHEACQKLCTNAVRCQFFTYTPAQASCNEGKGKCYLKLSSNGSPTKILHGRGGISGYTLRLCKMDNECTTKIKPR
# Target sequence (P03951 388-625 limits assumed): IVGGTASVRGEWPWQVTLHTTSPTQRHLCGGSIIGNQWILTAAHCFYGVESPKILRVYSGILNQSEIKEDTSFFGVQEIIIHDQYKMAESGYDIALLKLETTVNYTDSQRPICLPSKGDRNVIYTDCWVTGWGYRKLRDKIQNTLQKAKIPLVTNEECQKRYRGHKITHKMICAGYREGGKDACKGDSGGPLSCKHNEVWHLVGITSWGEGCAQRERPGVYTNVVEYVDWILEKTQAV
# PERK inhibitor: inhibitors of human PERK kinase | inhibition, % at 5.6 µM | Q9NZJ5 | CHO PERK-DD fusion, SEAP luminescence translation reporter | 0.17% of 220,000 active;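 active = inhibition above the mean inhibition of all tested compounds plus 3 SD, set separately per screening campaign, cut at about 2.9% in these data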;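 note: PERK kinase domain activated by AP20187 dimerizer at 100 nM; 0% = DMSO with dimerizer and 100% = rapamycin at 8.4 µM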
# Furin inh: blocks human furin protease activity; AID 463115; 0.061% of 220,000 active; P09958; inhibition, % at 30 µM; purified furin, fluorogenic substrate cleavage; in the data active = inhibition above about 25%; note: inactives centre near -15
# KLK5 inh: kallikrein 5 (human) inhibition | recombinant hK5, fluorogenic AMC substrate cleavage | inhibition, % at 5 µM | 0.59% of 210,000 active;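 active = inhibition of 40% or more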;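 note: 0% = enzyme controls without compound and 100% = no-enzyme blanks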
# Target sequence (Q9Y337 67-293 limits assumed): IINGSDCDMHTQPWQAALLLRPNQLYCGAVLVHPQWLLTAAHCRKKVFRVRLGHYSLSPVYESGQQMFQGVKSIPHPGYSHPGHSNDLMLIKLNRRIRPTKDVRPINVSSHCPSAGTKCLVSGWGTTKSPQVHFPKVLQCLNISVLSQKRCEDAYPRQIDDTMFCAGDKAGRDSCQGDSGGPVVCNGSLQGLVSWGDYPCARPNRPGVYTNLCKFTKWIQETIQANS
# Cl transport mod: modulators of human KCC2 chloride dependent transport; Q9H2X9; KCC2 cells, thallium flux FluoZin-2 fluorescence; B-score of Tl+ flux slope (higher = more flux/activation; lower = inhibition) at 10 µM; 2.2% of 190,000 active; AID 1456;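 active = thallium flux slope and its plate-corrected score both differing from the plate sample mean at a set confidence after two filtering rounds, in either direction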;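 note: slope of fluorescence scaled to starting intensity during 10 to 20 s after thallium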
# thrombin 1536: thrombin (human) inhibition; 0.26% of 220,000 active; P00734; AID 1046; alpha-thrombin, Boc-VPR-AMC fluorogenic substrate cleavage; inhibition, % at 5 µM;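 active = inhibition at or above 40%; inactive = inhibition below 40%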;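 note: 0% = enzyme with no compound and 100% = wells without enzyme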
#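 System – human alpha-thrombin · Medium – pH 7.5 Tris (50 mM) with NaCl 150 mM, Tween 20 0.05% · Compound – single-point dosing at 5 µM, 0.2% DMSO · Incubation – enzyme reaction carried out at room temperature · Technique – fluorescence of released AMC, ex 355 nm, em 460 nm · Read-out basis – % inhibition of thrombin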
# Rad51 HR inh: blocks human Rad51 in homologous recombination | hRad51 DNA strand exchange, fluorescence dequenching | inhibition, % at 10 µM | 0.085% of 200,000 active | AID 1385;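 active = inhibition above 40% at the single screening dose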;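 note: 0% = DMSO control wells and 100% = blanks with heterologous ssDNA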
#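 Read-out basis: percent inhibition relative to plate controls and blanks / Assay system: human Rad51 nucleoprotein filaments preassembled on unlabelled ssDNA / Timing: filaments 15 min 37 °C, then compound 30 min / Control set: per-plate controls and blanks / Technique: fluorescence dequenching at 485/520 nm / Compound: 10 µM final, single point / Also added: Fluorescein- and BHQ1-tagged 47-mer duplex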
# Active calls of the source: *; x = no result given; [ ] = dose if it differs, or a comment. These rows are one share of the data, so the mix of outcomes need not match the whole.
SMILES,FXIIa inh 1536,m-calpain inh,FXIa inh 1536,PERK inhibitor,Furin inh,KLK5 inh,Cl transport mod,thrombin 1536,Rad51 HR inh
Cc1cc2cccc(C)c2nc1SCC(=O)NCC1CCCO1 (centres undefined),12,-8,2,0.0,-23,-1,-1.3,3,-30
CC(C)c1ccc(N2C(=O)CC(Sc3ncn[nH]3)C2=O)cc1 (centres undefined),12,-17,5,-0.3,-2[20 µM],-15,x,-4,3
O=C(CCc1ccccc1)Nc1ccc(N2CCOCC2)cc1,19,25,13,0.5,-13,32,1.4,16,1
CC(C)Cn1c(N)c(C(=O)COC(=O)c2cc(C(F)(F)F)nc3ccccc23)c(=O)n(C)c1=O,5,-3,-4,-1.1,-8,-9,0.39,-4,-5
Cc1cc(/C=N/n2cnnc2)c(C)n1-c1cccc(Cl)c1,12,13,6,-0.2,-31[20 µM],14,x,4,x
COc1ccc(OC)c(-n2cnc3cc(C(=O)NCCCN4CCOCC4)ccc32)c1,23,-13,23,-0.1,-11,-15,-0.12,4,10
CC(C)(C)OC(=O)N1CCC(c2cc(=O)n3[nH]c(-c4ccc(Cl)cc4)cc3n2)CC1,10,18,2,0.3,-17,-20,0.51,-9,7
Cn1c(=O)[nH]c(=O)c2c1nc(CN1CCN(c3cccc(Cl)c3)CC1)n2Cc1ccccc1Cl,4,-20,-1,0.0,-18,1,0.022,-3,-2
O=C(Nc1nncs1)C1COc2ccccc2O1 (centres undefined),5,1,-5,2.1,-11[20 µM],5,0.3,-3,2
Cc1noc(/C=C/c2ccco2)c1S(=O)(=O)N1CCC(C(=O)Nc2ccc(Cl)cn2)CC1,7,-44,-8,-0.6,-4,-3,-0.086,-8,-2
O=C(NCCN1C(=O)CSC1=O)c1ccccc1,18,-16,1,0.6,-6,-4,-0.68,0,4
Cc1nn(C)c(C)c1/C=C/C(=O)c1cccs1,21,-8,13,-0.2,-14[20 µM],2,-1,18,0
CCc1n[nH]c(=S)n1N=C1CCC(C)CC1 (centres undefined),2,-10,-2,0.7,-22,-2,0.57,-11,3
Cc1cc(C)c(C2C(C#N)=C(N)Oc3n[nH]c(C)c32)cc1CN1CCCC1 (centres undefined),-25,10,-12,0.1,-6[20 µM],-2,-0.59,-12,-5
CC1(C)Cc2nc3sc4c(=O)n(CC(=O)NCc5ccco5)cnc4c3cc2CO1,13,-16,4,0.2,-15,8,0.19,4,-3
CN(C)CCNC(=O)NC1CCCCC1,18,-17,6,2.3,-19,-10,x,3,-8
CCOc1ccc(CN2CCNC(=O)C2CC(=O)NCCc2ccccn2)cc1 (centres undefined),10,-9,1,0.1,-18,2,x,-1,x
Cc1ncc([N+](=O)[O-])n1CCOC(=O)C12CC3CC(CC(C3)C1)C2,3,15,-2,1.0,1,x,0.86,-5,x
CCOC(=O)c1ccc(NC(=O)C(=O)NCc2ccccn2)cc1,0,19,-6,0.7,-21,-3,0.0068,-5,x
O=C(Oc1cccc2c(O)cccc12)c1ccccc1,4,5,-5,-0.1,-1,-21,-2,-9,-4
CC(C(=O)NNS(=O)(=O)c1cccc(C(F)(F)F)c1)n1nnc(N2CCOCC2)n1 (centres undefined),5,1,0,-0.2,-21,-3,x,-5,9
COc1ccc(N/N=C/c2c(C(=O)O)ccc3ccccc23)cc1,1,-38,-2,-0.7,-12,-15,-0.012,-7,-28
Cc1cc(=O)oc(C)c1C(=O)Nc1ccccc1F,4,-22,-6,0.2,-28,0,0.38,-2,13
CCCC(=O)NC(NC1CCS(=O)(=O)C1)C(Cl)(Cl)Cl (centres undefined),4,-34,-1,1.9,-32,8,0.97,-9,-4
CC1SC(c2cccc(Cl)c2)NC1=O (centres undefined),14,-15,2,-1.1,-13[20 µM],-24,0.87,0,0

# Some entries already given, limited to Furin inh, Cl transport mod and thrombin 1536.
SMILES,Furin inh,Cl transport mod,thrombin 1536
CC(C)(C)OC(=O)N1CCC(c2cc(=O)n3[nH]c(-c4ccc(Cl)cc4)cc3n2)CC1,-17,0.51,-9
Cn1c(=O)[nH]c(=O)c2c1nc(CN1CCN(c3cccc(Cl)c3)CC1)n2Cc1ccccc1Cl,-18,0.022,-3

# The listing continues:
SMILES,FXIIa inh 1536,m-calpain inh,FXIa inh 1536,PERK inhibitor,Furin inh,KLK5 inh,Cl transport mod,thrombin 1536,Rad51 HR inh
Cc1ccc(NC(=O)c2ccc(CSc3ccccn3)cc2)cc1,10,12,-12,-0.2,-8[20 µM],12,-0.71,-7,0
COc1cc(/C=C(\C#N)C(=O)Nc2ccc3c(c2)OCCO3)ccc1O,5,8,1,-1.0,2,3,0.031,-6,x
CC(C)CN1C(=O)c2ccc(C(=O)Nc3nccs3)cc2C1=O,7,-4,4,-0.1,-11[20 µM],-7,-0.4,3,x
Cc1ccc(NC(=O)C(=O)NNC(=O)c2ccccc2C)cc1Cl,-5,-23,-6,1.9,-14,-8,46*,-7,x
CCN1CCc2c(OCC(=O)N3CCC(C)CC3)cccc2C1=O,0,-17,3,0.6,-37,-1,-0.14,-8,-2
CN(C)S(=O)(=O)c1ccc(Cl)c(NC(=O)COC(=O)c2cc(-c3ccccc3)nc3ccccc23)c1,13,-21,9,-0.1,-15,-7,-0.082,3,x
CCCS(=O)(=O)C(=C(Nc1ccccc1)Nc1ccccc1)S(=O)(=O)CCC,16,-2,4,-0.3,-15[20 µM],2,x,2,3
COCCN(C(=O)CSc1nnc(C)n1-c1ccccc1)c1c(N)n(Cc2ccccc2)c(=O)[nH]c1=O,10,-3,-4,1.0,-9,-13,-0.46,-9,-5
C#Cc1cccc(-n2nnc(C(C)=O)c2C)c1,5,12,2,0.9,-14,-4,x,-7,13
O=C1OC(C(=O)NCc2ccccc2)Cc2ccccc21 (centres undefined),7,-7,1,0.0,-18,1,-1.5,0,-68
Cn1nc(-c2ccc(OCC(=O)Nc3cccnc3)cc2)c2ccccc2c1=O,14,26,15,-1.8,-5[20 µM],2,0.62,6,0
COc1ccc(/C=N\Nc2ccccc2[N+](=O)[O-])c(C(=O)O)c1OC,5,15,1,0.9,1,-3,x,-6,21
Cc1cc(NC(=O)CSc2nncn2N)no1,6,-14,-7,1.5,-24,-5,-0.32,-1,13
O=C(Oc1cc(Cl)cc(Cl)c1)c1cnc2n(c1=O)CCS2,4,-19,-2,1.6,2,-3,-0.13,0,7
O=C(O)CC/C(=C\c1ccc(N2CCCC2)c([N+](=O)[O-])c1)c1nc2ccccc2s1,10,-120,5,0.0,-14,4,-8.5*,-7,15
O=C(NCCN1CCOCC1)c1ccncc1,-1,-28,7,2.1,-21,-14,-0.13,-5,-5
Brc1cc2c(cc1/C=N/Nc1nc3ccccc3s1)OCO2,9,-9,1,0.9,-25[20 µM],19,0.041,-6,-6
CCC(=O)OCCCCCCOc1ccc(C(=O)O)cc1,5,0,-5,-0.1,-11[20 µM],-26,-0.17,-6,-9
O=C(O)C1Sc2[nH]c(=O)sc2C2c3cc(Br)ccc3OC(=O)C12 (centres undefined),4,-4,2,0.7,-20,2,-1.4,0,-81
CN1CCN(C(=S)C(=O)Nc2ccccc2)CC1,7,-10,-7,-0.2,-17,-4,0.39,5,5
Cc1nc(N)sc1C(=O)N/N=C/c1c[nH]c2ccccc12,26,14,15,1.6,-6[20 µM],26,0.048,-4,3
COc1cc2[nH]c3c(=O)n(CCN(C(C)C)C(C)C)cnc3c2cc1OC,-8,x,-11,-1.8,-18[20 µM],-27,x,-2,-6
O=C1/C(=C/c2ccc(O)c([N+](=O)[O-])c2)SC(=S)N1Cc1ccccc1,6,10,-4,0.0,7,-2,-0.34,-18,-57
O=C(COC(=O)c1cc(NS(=O)(=O)c2cccs2)ccc1O)Nc1ccccc1,35,5,38,-0.9,0,30,0.5,6,4
CCOC(=O)c1c(C)[nH]c(C(=O)COC(=O)CN2C(=O)C3CCCCC3C2=O)c1C (centres undefined),-13,26,-23,-0.8,-22[20 µM],-15,0.26,-6,-3

# 12 of these compounds, set out differently:
smiles | FXIIa inh 1536 | m-calpain inh | FXIa inh 1536 | PERK inhibitor | Furin inh | KLK5 inh | Cl transport mod | thrombin 1536 | Rad51 HR inh
Cc1cc2cccc(C)c2nc1SCC(=O)NCC1CCCO1 (centres undefined) | 12 | -8 | 2 | 0.0 | -23 | -1 | -1.3 | 3 | -30
CC(C)c1ccc(N2C(=O)CC(Sc3ncn[nH]3)C2=O)cc1 (centres undefined) | 12 | -17 | 5 | -0.3 | -2[20 µM] | -15 | x | -4 | 3
O=C(CCc1ccccc1)Nc1ccc(N2CCOCC2)cc1 | 19 | 25 | 13 | 0.5 | -13 | 32 | 1.4 | 16 | 1
CC(C)Cn1c(N)c(C(=O)COC(=O)c2cc(C(F)(F)F)nc3ccccc23)c(=O)n(C)c1=O | 5 | -3 | -4 | -1.1 | -8 | -9 | 0.39 | -4 | -5
Cc1cc(/C=N/n2cnnc2)c(C)n1-c1cccc(Cl)c1 | 12 | 13 | 6 | -0.2 | -31[20 µM] | 14 | x | 4 | x
COc1ccc(OC)c(-n2cnc3cc(C(=O)NCCCN4CCOCC4)ccc32)c1 | 23 | -13 | 23 | -0.1 | -11 | -15 | -0.12 | 4 | 10
CC(C)(C)OC(=O)N1CCC(c2cc(=O)n3[nH]c(-c4ccc(Cl)cc4)cc3n2)CC1 | 10 | 18 | 2 | 0.3 | -17 | -20 | 0.51 | -9 | 7
Cn1c(=O)[nH]c(=O)c2c1nc(CN1CCN(c3cccc(Cl)c3)CC1)n2Cc1ccccc1Cl | 4 | -20 | -1 | 0.0 | -18 | 1 | 0.022 | -3 | -2
O=C(Nc1nncs1)C1COc2ccccc2O1 (centres undefined) | 5 | 1 | -5 | 2.1 | -11[20 µM] | 5 | 0.3 | -3 | 2
Cc1noc(/C=C/c2ccco2)c1S(=O)(=O)N1CCC(C(=O)Nc2ccc(Cl)cn2)CC1 | 7 | -44 | -8 | -0.6 | -4 | -3 | -0.086 | -8 | -2
O=C(NCCN1C(=O)CSC1=O)c1ccccc1 | 18 | -16 | 1 | 0.6 | -6 | -4 | -0.68 | 0 | 4
Cc1nn(C)c(C)c1/C=C/C(=O)c1cccs1 | 21 | -8 | 13 | -0.2 | -14[20 µM] | 2 | -1 | 18 | 0

# More structures follow.
SMILES,FXIIa inh 1536,m-calpain inh,FXIa inh 1536,PERK inhibitor,Furin inh,KLK5 inh,Cl transport mod,thrombin 1536,Rad51 HR inh
CCc1cccc(NC(=S)N2CCC(c3ccccc3)C2)c1 (centres undefined),18,19,4,0.5,-38,x,-1.4,5,x
O=C(Nc1ccc(NC(=O)C2CCCCC2)nc1)c1ccco1,-1,23,-1,-0.7,-13[20 µM],2,0.03,0,-1
CC1=C(C(=O)Nc2ccc(F)cc2)C(c2ccc(C)o2)C2=C(CC(C)(C)CC2=O)N1 (centres undefined),6,-21,3,-0.8,-130[20 µM],-18,-0.05,1,-4
CCc1ccc(NC(=O)Cc2c(C(=O)O)n(C)c3ccccc23)cc1,6,-17,-5,-0.4,-8,-14,-0.92,-15,-12
Cc1ccc(NC2CC(=O)N(CCc3ccccc3)C2=O)cc1 (centres undefined),6,11,5,0.0,-17[20 µM],20,x,0,-6
O=S(=O)(c1ccc(-c2ccon2)s1)N1CCN(c2ccccn2)CC1,3,20,-2,-1.3,-16,-2,0.0063,-7,x
